HCMV antiviral = human cytomegalovirus inhibition | HFF cells, HCMV-luciferase reporter, 72 h; stronger effect = lower value | activity change, negative = inhibition, % at 57.5 µM | actives 4.5% (n = 410,000); in the data active means activity change below about -60%; inconclusive means no clear call, values can overlap the other calls; inactive means above about -39%
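Two-dose cell screen: HFF monolayers treated with compounds and infected with luciferase-expressing HCMV at 1 PFU/cell, 72 h at 37C, then lysed for luciferase measurement.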
LmPK inh = blocks Leishmania mexicana pyruvate kinase activity; purified LmPK, Kinase-Glo ATP luminescence, 1 h; Potency, µM (top dose mostly 57.5 µM), for the others: at the highest dose activity change, negative = inhibition, most hits filed as inhibitors; actives 0.37% (n = 290,000); further: potency means the concentration at half of the fitted maximal effect
Target sequence (Q27686 whole entry, looked up): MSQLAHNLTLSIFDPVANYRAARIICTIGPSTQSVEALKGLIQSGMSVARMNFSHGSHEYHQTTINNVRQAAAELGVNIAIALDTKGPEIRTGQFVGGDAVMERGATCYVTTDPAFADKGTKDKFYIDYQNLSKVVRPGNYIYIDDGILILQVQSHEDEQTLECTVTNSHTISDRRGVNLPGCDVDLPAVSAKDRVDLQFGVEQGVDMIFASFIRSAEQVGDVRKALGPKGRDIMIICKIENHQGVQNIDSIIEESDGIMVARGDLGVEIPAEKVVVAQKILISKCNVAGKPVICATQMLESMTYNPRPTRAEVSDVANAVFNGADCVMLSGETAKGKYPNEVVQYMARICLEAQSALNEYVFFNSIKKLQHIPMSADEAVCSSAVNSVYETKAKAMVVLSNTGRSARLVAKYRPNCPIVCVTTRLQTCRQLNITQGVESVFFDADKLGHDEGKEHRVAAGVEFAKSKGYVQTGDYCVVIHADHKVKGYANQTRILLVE
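ATP generated from ADP (0.1 mM) and PEP (0.5 mM) by 0.1 nM LmPK over 1 h at room temperature (pH 7.2 imidazole buffer) was detected by coupled luciferase luminescence. Values were normalized to uninhibited and no-enzyme wells.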
AMA1 RON2 block = inhibitors of Plasmodium falciparum AMA1-RON2 interaction; AlphaScreen AMA1-biotinylated RON2 peptide binding; Potency, µM (doses to about 58.2 µM), for the others: at the highest dose activity change, negative = inhibition, most hits filed as inhibitors; actives 0.2% (n = 360,000); AID 720542;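 further: potency means the concentration at half of the fitted maximal effect; 0% = vehicle wells and -100% = peptide control; nearly all actives have a fitted effect of over 45% in size; some results filed as inactive show a strong effect at the top dose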
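AMA1 (3D7) with his tag at 25 nM final met compounds first, then biotinylated RON2 peptide at 25 nM; detection used donor plus acceptor beads, 10 µg/mL apiece, read by AlphaScreen after 30 min at room temperature.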
AmpC no deterg = AmpC beta-lactamase inhibition without detergent | P00811 | AmpC nitrocefin hydrolysis, absorbance 480 nm, 0.0001% Triton | Potency, µM (highest dose often 57.1 µM), without a hit: at the highest dose activity change, negative = inhibition, actives largely listed as inhibitors | actives 0.52% (n = 330,000) | AID 485341;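 further: potency means the concentration at half of the fitted maximal effect; plate controls were no compound for no effect and no enzyme for full effect; nearly all actives have a fitted effect of over 20% in size; some results filed as inactive show a strong effect at the top dose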
Target sequence (P00811 whole entry, looked up): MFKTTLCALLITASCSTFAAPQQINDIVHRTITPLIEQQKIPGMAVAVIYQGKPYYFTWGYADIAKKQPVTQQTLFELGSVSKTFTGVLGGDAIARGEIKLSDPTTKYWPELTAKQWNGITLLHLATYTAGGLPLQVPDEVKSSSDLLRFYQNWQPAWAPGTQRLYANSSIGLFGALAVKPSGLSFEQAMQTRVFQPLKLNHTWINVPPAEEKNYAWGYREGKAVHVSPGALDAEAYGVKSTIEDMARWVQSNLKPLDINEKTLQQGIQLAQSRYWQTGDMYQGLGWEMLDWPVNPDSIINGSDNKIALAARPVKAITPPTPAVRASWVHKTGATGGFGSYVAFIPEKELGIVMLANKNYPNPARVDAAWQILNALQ
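AmpC (5.3 nM in the dispensed reagent) in 20 mM phosphate pH 7.0 with 0.01% (detergent screen) or 0.0001% Triton X-100 was preincubated with compounds for 15 min at room temperature. Nitrocefin was then added from an 800 uM solution, and hydrolysis was followed at 480 nm.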
Tb PYK inh = blocks Trypanosoma brucei pyruvate kinase; TbPYK enzyme, Kinase-Glo Plus ATP luminescence, 45 min; Potency, µM (top dose mostly 76.8 µM), for inactives: at the top dose activity, negative = inhibition, most hits filed as inhibitors; actives 0.12% (n = 410,000); AID 624173; further: potency means the concentration at half of the fitted maximal effect; nearly all actives have a fitted effect of over 50% in size
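TbPYK + substrate in 50 mM TEA pH 7.2, 100 mM KCl, 10 mM MgCl2, 0.05% BSA, 0.01% Tween-20; cpd pinned; ADP 130 uM final; 45 min RT; Kinase-Glo Plus 10 min; luminescence endpoint.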
HCV inh = blocks hepatitis C virus; Huh7.5.1 HCVcc-Cre infection, luciferase reporter, 44 h; Potency, µM (titrated, usually from 41.8 µM), for inactives: top-dose activity change, negative = inhibition, usual class: inhibitors; actives 3.4% (n = 340,000); AID 651820; further: potency means the concentration at half of the fitted maximal effect
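Cells seeded at 1,000/well and cultured 4 h, then compounds added followed by HCVcc-Cre virus (~0.5 moi). After 44 h further culture, luciferase substrate was added, plates held 15 min at room temperature, and luminescence read for 15 sec.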
AmpC detergent = AmpC beta-lactamase inhibition with detergent present | P00811 | AmpC hydrolysis of nitrocefin, absorbance 480 nm, 0.01% Triton | Potency, µM (doses to about 114 µM), without a hit: at the highest dose activity change, negative = inhibition, actives largely listed as inhibitors | actives 0.041% (n = 370,000) | AID 485294;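 further: potency means the concentration at half of the fitted maximal effect; 0% = no-compound wells and -100% = no-enzyme wells; nearly all actives have a fitted effect of over 25% in size; some results filed as inactive show a strong effect at the top dose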
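AmpC (5.3 nM in the dispensed reagent) in 20 mM phosphate pH 7.0 with 0.01% (detergent screen) or 0.0001% Triton X-100 was preincubated with compounds for 15 min at room temperature. Nitrocefin was then added from an 800 uM solution, and hydrolysis was followed at 480 nm.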
The depositor's hits bear a star; ? = inconclusive; · = not tested or not shown; & = joins results of further samples; [ ] = remark or other dose. Unless noted, the call rests on the fitted dose curve; in most records, active means well fitted curve in the direction sought with a large enough effect; inconclusive means small, poorly fitted or top-dose-only effect, or another doubt; inactive means no such curve, though single readings can be large; an effect the other way counts as inactive or inconclusive. Unless noted, on the % scale 0 is the no-effect control and ±100 the full control effect.

mol | HCMV antiviral | LmPK inh | AMA1 RON2 block | AmpC no deterg | Tb PYK inh | HCV inh | AmpC detergent
O=C1C2CCN(CC2)[C@@H]1Cc1ccc2ccccc2c1O | 32 | 4% | -4% | -12% | 1% | -1% | ?
CC(C)[C@H](NC(=O)c1cccc(S(=O)(=O)N2CCCC2)c1)c1nc2ccccc2[nH]1 | -12 | 1% | 4% | -4% | -6% | -13% | -3%
CC1CCN(C(=O)c2[nH]cnc2C(=O)N[C@@H](C)C(=O)OCc2ccccc2)CC1 | -10 | 0% | -2% | 51% | -10% | 3.5µM* | -4%
CN(Cc1ccccc1Cl)C(=O)C1CC(=O)N(c2ccc3c(c2)OCCO3)C1 (stereo not drawn) | -14 | · | -29% | 30% | 7% | -1% | -16%
COc1ccccc1/C=C1\CCCC2=C1Nc1nnnn1C2c1ccccc1OC (stereo not drawn) | ? | -1% | -7% | -57% | -9% | ? | -8%
COc1cc(OC)cc(C(=O)N2CCC3(CC2)NCCc2[nH]cnc23)c1 | -19 | -3% | -10% | -3% | 0% | 16% | -1%
CC1S/C(=N/N=C/c2ccco2)N(Cc2ccccc2)C1=O (stereo not drawn) | -10 | 0% | -10% | 2% | -3% | -9% | 4%
Cc1cc(NC(=O)c2cccc(S(=O)(=O)N(C)C)c2)n(-c2ccccn2)n1 | 0 | -7% | 2% | -10% | 3% | ? | -1%
CCN(CC)S(=O)(=O)c1ccc2c(c1)nc(SCC(=O)N1CCCCCC1)n2-c1ccc(OC)cc1 | -33 | 7% | -9% | 81%[activator] | -5% | ? | 6%
CCCCC1(C)NC(=O)N(CC(=O)N2CCc3ccccc32)C1=O (stereo not drawn) | 22 | · | -5% | -22% | -4% | 1% | ·
CC(C)NC(=O)C1(C)CCN1C(=O)c1cccn1C (stereo not drawn) | -19 | · | -5% | · | -13% | · | ·
O=C(C1CCCN(S(=O)(=O)c2ccccc2)C1)N1CCN(c2ccc(F)cc2)CC1 (stereo not drawn) | -28 | -5% | -8% | 82%[activator] | -5% | 20µM* | -11%
COC(=O)c1cc(OC)c(OC)cc1NC(=O)CN1CCOCC1 | 2 | -3% | 23% | 4% | -8% | -1% | -18%
Cn1c(=O)c2c(nc(NCc3ccccc3)n2CC(N)=O)n(C)c1=O | -13 | -3% | 3% | 3% | -12% | 9% | ?
COc1cc(/C=C2\COC/C(=C\c3ccc(O)c(OC)c3)C2=O)ccc1O | -99* | 11% | -29% | -55% | -5% | 11µM* | -3%
CCCCN1C(=O)C(NC(=O)c2ccc(C(C)(C)C)cc2)(C(F)(F)F)C(C(=O)OC)=C1C (stereo not drawn) | 1 | · | · | · | 12% | · | 0%
Cc1ccc(-c2nc(CS(=O)(=O)CC(=O)NCCN3CCOCC3)c(C)o2)cc1 | 11 | 2% | -5% | 18% | 5% | -4% | -4%
CCCCC(=O)Nc1ccccc1CC | 0 | -2% | -15% | -1% | -15% | -6% | 7%
Nc1ccc(Oc2ccc(Cl)cc2)cc1 | -3 | 6% | -19% | -23% | 2% | 7.9µM* | -2%
CSCCC(NS(=O)(=O)c1ccc2c(c1)oc(=O)n2C)C(=O)NC1CCC(C)CC1 (stereo not drawn) | 7 | 2% | -8% | -13% | 3% | 7%&16% | ?
NC(=O)/C=C\c1cn(-c2ccccc2)nc1-c1ccc2c(c1)OCCO2 | -18 | 0% | 7% | 3% | -3% | ? | -4%
CCC(C)NC(=O)Cc1c(C)c2cc3c(cc2oc1=O)OC(C)(C)CC3 (stereo not drawn) | 41 | -2% | -11% | 31% | -3% | -27% | -9%
C=CCOc1ccc(/C=N/NC(=O)C(=O)N2CCCCCC2)cc1OC | ? | -4% | 2% | -3% | 2% | -6% | -2%
COc1ccc(C2c3ccc(O)cc3Oc3ncn4nc(-c5ccccn5)nc4c32)cc1OC (stereo not drawn) | -7 | 1% | 22% | 111%[activator] | 0% | ? | -1%
COc1ccc(C2CC(=O)c3cc(-c4nc(-c5cccc([N+](=O)[O-])c5)cs4)c(=O)n(-c4cc(C)cc(C)c4)c3C2)cc1 (stereo not drawn) | -2 | · | · | · | -4% | · | 26%
CC1CCC(NC(=O)c2cccc(S(=O)(=O)N3CCN(c4ccc(F)cc4)CC3)c2)CC1 (stereo not drawn) | 9 | · | -1% | -4% | -1% | ? | 0%
Cc1ccc(-n2c(=O)c3ccc(C(=O)NCc4ccco4)cc3n(Cc3ccccc3C#N)c2=O)cc1 | 15&-27 | 3% | 20% | -6% | 5%&0% | -10% | 1%&1%
O=C(COc1ccc(Cl)cc1[N+](=O)[O-])N/N=C/c1cccs1 | 13 | 5% | -4% | -23% | 3% | ? | 1%
CCCCCC(O)(c1ccc(OCC)cc1)C(CN1CCOCC1)c1ccccc1 (stereo not drawn) | 6 | -2% | 3% | 183%[activator] | 3% | -5% | -1%
Clc1ccc(-c2nnc3ccccn23)cc1 | 2 | -11% | 10% | -18% | -5% | 11% | -8%
CCCCC(C(=O)O)C(C)CC(=O)Nc1nccs1 (stereo not drawn) | 4 | 0% | -7% | -12% | 1% | 8% | 1%
CCN(CC)S(=O)(=O)c1ccc(C(=O)OCC(=O)c2ccc3c(c2)NC(=O)CO3)cc1 | 4 | 2% | 0% | -15% | 0% | -14% | -10%
COc1ccc(NC(=S)N2CCCCCC2)cc1OC | -16 | 4% | -4% | -3% | -5% | 27% | -13%
O=C1[C@@H]2Cc3c([nH]c4ccccc34)C(c3cccc([N+](=O)[O-])c3)N2C(=O)CN1CCCO (stereo partly drawn) | 134 | 4% | -6% | 20% | 1% | 0% | -12%
CCOc1ccc(NC(=O)CN(C)C(=O)c2cccnc2SC)cc1OCC | 53 | -8% | 0% | -2% | 0% | 8% | 3%
Cn1c(=O)c2c(nc(NCc3cccnc3)n2Cc2ccccc2Cl)n(C)c1=O | 2 | 4% | 2% | -3% | 1% | 19% | -1%
OCCNc1nc(-c2ccccc2)nc2c1oc1ccccc12 | 85 | -1% | -4% | -7% | 2% | ? | -9%
COc1ccc(NC(=O)CC2C(=O)N(CCc3ccccc3)C(=S)N2Cc2cccnc2)cc1 (stereo not drawn) | -5 | 0% | -12% | 119%[activator] | 0% | ? | -4%
Cc1ccc(C)c(NC(=O)CN(CCc2ccccc2)S(=O)(=O)c2ccccc2)c1 | -14 | · | · | · | -5% | · | 5%
CC1CCCCN1C(=O)c1ccc2c(c1)N(Cc1ccc(F)cc1)C(=O)c1ccccc1S2(=O)=O (stereo not drawn) | -3 | · | · | · | -1% | · | 2%
COC(=O)c1ccc2nc(-c3ccc(Cl)cc3)c(Cc3ccc(OC)cc3C)n2c1 | -26 | · | 4% | · | -3% | · | ·
CC12CCC(O)CC1=CCC1C2CCC2(C)C3=NN=CC3CC12 (stereo not drawn) | -13 | · | -10% | · | -6% | 10% | ·
Cc1cccc(N2CCN(C(=O)Cn3nc(Cc4cccnc4)c4ccccc4c3=O)CC2)c1C | ? | · | · | · | 5% | · | 7%
COc1ccc(CCNC(=O)CC(c2ccccc2)c2cc(C)ccc2O)cc1OC (stereo not drawn) | · | 7% | -7% | -12% | 6% | 10µM* | -6%
COc1ccc(-n2ncc3c(N4CCc5ccccc54)ncnc32)cc1 | 76 | 3% | 6% | · | -2% | · | -13%
Cc1ccccc1OCC1Cn2c(nc3c2c(=O)[nH]c(=O)n3C)O1 (stereo not drawn) | 40 | 3% | 4% | 3% | -10% | 16% | 6%
OC(c1cccc(Cl)c1)c1nc(-c2ccccc2)cs1 (stereo not drawn) | 1 | · | 14% | · | -4% | · | ·
COc1cccc(-c2cc(NC=O)c3ncc(-c4cccc(C(=O)NCCN(C)C)c4)n3c2)c1 | -33 | · | 4% | · | -1% | · | ·

Single records (already shown).
Entry for `OC(c1cccc(Cl)c1)c1nc(-c2ccccc2)cs1` (stereo not drawn) : HCMV antiviral = 1; LmPK inh = ·; AMA1 RON2 block = 14%; AmpC no deterg = ·; Tb PYK inh = -4%; HCV inh = ·; AmpC detergent = ·
Entry for `Cc1cccc(N2CCN(C(=O)Cn3nc(Cc4cccnc4)c4ccccc4c3=O)CC2)c1C` : HCMV antiviral = ?; LmPK inh = ·; AMA1 RON2 block = ·; AmpC no deterg = ·; Tb PYK inh = 5%; HCV inh = ·; AmpC detergent = 7%
Entry for `COc1ccc(-n2ncc3c(N4CCc5ccccc54)ncnc32)cc1` : HCMV antiviral = 76; LmPK inh = 3%; AMA1 RON2 block = 6%; AmpC no deterg = ·; Tb PYK inh = -2%; HCV inh = ·; AmpC detergent = -13%

The results go on:
mol | HCMV antiviral | LmPK inh | AMA1 RON2 block | AmpC no deterg | Tb PYK inh | HCV inh | AmpC detergent
Cc1c(NC(=O)c2cccnc2C(=O)O)cccc1C(=O)O | 49 | -6% | 11%[2.32 µM] | -20% | -1% | 16% | 3%
O=C(CN1C(=O)NC2(CCc3ccccc32)C1=O)c1c[nH]c2ccccc12 (stereo not drawn) | 3 | · | -15% | -16% | -4% | 10% | -12%
Cc1nnc(N(Cc2ccco2)C(=O)c2ccno2)s1 | 36 | -11% | 15% | -28% | 1% | -8% | -9%
CC(=O)N(c1ccccc1)c1nc(/C=C/C(=O)Nc2c(C)cc(C)cc2C)cs1 | -36 | 1% | -5% | -5% | 4% | ? | -3%
COC(=O)c1sccc1NC(=O)C1CC1 | -29 | -5% | -10% | -19% | 5% | 7% | -5%
COc1ccc(CC(=O)NCc2nc(-c3ccccc3)no2)cc1 | 15 | 5% | 2% | -9% | -16% | -4% | -5%
Cc1cccc(N=C(NO)c2nonc2N)c1 | 50 | 2% | -4% | -15% | -5% | 10% | -7%
Cc1cccc(S(=O)(=O)c2cn(Cc3ccccc3)c3cc(N4CCOCC4)c(F)cc3c2=O)c1 | 17 | · | · | · | 6% | · | -8%
Cc1cc(Cl)c(OCCn2ccnc2)c(Br)c1 | 5 | -1% | -22% | 2% | 11% | -29% | 2%
COc1cccc(N=Nc2c(O)[nH]c(=S)[nH]c2=O)c1 | ? | -26% | 35%[activator] | -28% | -22% | 8% | 8%
Cc1ccc(CS(=O)Cc2ccc(C(=O)NCC(C)c3ccccc3)o2)cc1 (stereo not drawn) | -17 | -1% | 0% | 85%[activator] | -7% | -8% | -5%
COc1ccc(CNC(=O)C2CCCN(c3ncnc4c3nc3n4CCCCC3)C2)cc1 (stereo not drawn) | · | -4% | 7% | -8% | -12% | 4% | -3%
O=C(/C=C/NCc1cccnc1)c1ccc(Br)cc1 | -7 | · | -15% | · | 2% | 13% | ·
Cn1c(=O)c2c(SCC(=O)Nc3nccs3)nc(C3CC3)nc2n(C)c1=O | 1 | -2% | 1% | -4% | 0% | 9% | 5%

Assay outcomes from PubChem.
